HT1080 IDH1KD tx: kills HT-1080 cells with IDH1 knockdown. 360,000 tested, 2% active. HT-1080 IDH1 knockdown viability, ATP luminescence, 48 h. Potency, µM (top dose mostly 46.1 µM), for the others: top-dose activity, negative = toxicity, most hits filed as cytotoxic. AID 686971;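 note: potency is the fitted concentration of half-maximal effect; 0% = DMSO wells and -100% = cell-free medium wells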
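Knockdown cells (IDH1KD HT-1080) received compounds 2 h after plating at 750 cells/well and were kept 48 h at 37 °C in 5% FBS RPMI. A CellTiter-Glo luminescence read gave % activity for curve fitting.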
HT1080NT lethal: kills 2HG-producing HT-1080-NT fibrosarcoma cells; HT-1080-NT fibrosarcoma viability, CellTiter-Glo ATP luminescence, 48 h; Potency, µM (titrated, usually from 46.1 µM), for inactives: at the top dose activity, negative = less viability, usual class: cytotoxic; 360,000 tested, 1.6% active;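 note: NT is the 2HG producing partner of a matched IDH1 knockdown line; potency is the fitted concentration of half-maximal effect; 0% = DMSO-treated cells and -100% = media-only wells without cells; nearly all actives have a fitted effect of over 55% in size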
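Viability of the 2HG-overproducing fibrosarcoma line after 48 hours of compound exposure at 37 degrees C was determined by luminescence with CellTiter-Glo, and concentration-effect curves were then fitted and categorized.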
SW480 rerep: inducers of DNA re-replication in SW480 colon cancer cells; AID 624297; Potency, µM (series often up to 46.1 µM), without a hit: top-dose re-replication activation, most hits filed as activators; SW480 DNA re-replication, Hoechst DNA content imaging, 48 h; 340,000 tested, 1.8% active; note: potency is the fitted concentration of half-maximal effect; % of control where 0% means no effect; nearly all actives have a fitted effect of over 55% in size
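Compounds, transferred as 23 nL by pin tool, were incubated with cells for 48 hr; DNA content per nucleus was then quantified by Hoechst staining and fluorescence plate imaging.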
KB-V1 MDR tox: kills drug-selected multidrug resistant KB-V1 cells. KB-V1 MDR cells viability, CellTiter-Glo, 72 h. Potency, µM (series often up to 46.1 µM), without a hit: at the top dose activity change, negative = cytotoxicity, usual class: cytotoxic. 400,000 tested, 3.4% active; note: potency is the fitted concentration of half-maximal effect; % is set by controls: 0 for no effect and ±100 for the full control effect; nearly all actives have a fitted effect of over 60% in size
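In this primary screen, KB-V1 cells overexpressing P-gp are incubated with library compounds (lowest to highest concentration) for 72 h at 37 degrees C before a luminescent ATP viability read.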
KB-3-1 cytotox: KB-3-1 parental cell cytotoxicity. KB-3-1 viability, CellTiter-Glo ATP luminescence, 72 h. Potency, µM (series often up to 46.1 µM), inactives show at the top dose activity change, negative = cytotoxic, usual class: cytotoxic. 400,000 tested, 1.4% active; note: potency is the fitted concentration of half-maximal effect; % is set by controls: 0 for no effect and ±100 for the full control effect; nearly all actives have a fitted effect of over 60% in size
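Cytotoxicity in the drug-sensitive parental line KB-3-1 was scored as loss of CellTiter-Glo luminescence following 72 h incubation with compound. Values come from curve fitting of normalized concentration-response data.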
MCF10A rerep: DNA re-replication induction in MCF 10a cells | MCF 10A DNA re-replication, Hoechst nuclear intensity, 48 h | Potency, µM (titrated, usually from 46.1 µM), without a hit: at the highest dose activity, positive = re-replication, most hits filed as activators | 350,000 tested, 2.9% active; note: potency is the fitted concentration of half-maximal effect; % of control where 0% means no effect; nearly all actives have a fitted effect of over 50% in size
IL-1B inflam inh: inflammasome signaling inhibition, IL-1 beta readout; activity change, % at 57.5 µM; AID 743279; 360,000 tested, 4.7% active; THP-1 LPS/ATP IL-1B secretion, AlphaLISA, 16 h; hits give low values; in the data active = activity change below about -50%; inconclusive = mostly about -30% to -49%; note: % is set by controls: 0 for no effect and ±100 for the full control effect
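THP-1 cells pretreated 1 hr with compounds (up to 57.5 uM final), then stimulated with LPS (250 ng/mL final) plus ATP (1.25 mM final); secreted IL-1B measured by AlphaLISA after 16 hr, decreased signal indicating inhibition.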
D3 ag: D3 dopamine receptor (human) agonism; D3R DiscoveRx beta-arrestin cells, luminescence, 90 min; 410,000 tested, 0.58% active; max activation, %; in the data active = max activation above about 30%; note: 0% is about no effect; mostly tested at two doses, the higher about 12 µM
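Agonist mode: compounds and dopamine controls were applied to plated cells for 90 min at 37 degrees C after an overnight attachment at 1500 cells/well. Luminescent read-out followed 30 - 60 minutes at room temperature with DiscoveRx detection reagent.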
HEK293 tox: cytotoxic in the GLP-1 receptor inverse agonist counter-screen | HEK293 cAMP-luciferase reporter cells, luminescence, 24 h | Potency, µM (series often up to 38.3 µM), inactives show at the top dose activity change, negative = inhibition, most hits filed as inhibitors | 410,000 tested, 0.13% active;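 note: loss of luciferase light is scored as toxicity; potency is the fitted concentration of half-maximal effect; % is set by controls: 0 for no effect and ±100 for the full control effect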
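Quantitative HTS format, 1536 wells, 200 cells/uL seeded. Compounds: 23 nL, 24 h, 37 °C. Detection: luciferase reagent, luminescence at 12 min RT; decreased signal taken as cytotoxic.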
* = called active by the depositor; ? = inconclusive; / = no result given; [ ] = remark or other dose. Unless noted, calls come from the whole dose curve; as a rule, active = well fitted curve in the direction sought with a large enough effect; inconclusive = small, poorly fitted or top-dose-only effect, or another doubt; inactive = no such curve, though single readings can be large; an effect the other way counts as inactive or inconclusive. Rows were taken by chance; 11% or so of the library scored in one or more.

SMILES | HT1080 IDH1KD tx | HT1080NT lethal | SW480 rerep | KB-V1 MDR tox | KB-3-1 cytotox | MCF10A rerep | IL-1B inflam inh | D3 ag | HEK293 tox
Cc1cccc(N2CCN(Cc3oc(CO)cc(=O)c3O)CC2)c1C | -5% | -2% | -2%[9.22 µM] | ? | -13% | -5% | 0 | 12 | -1%
CCOc1ccccc1N(C(=O)CNC(=O)c1ccco1)C(C(=O)NC(C)(C)C)c1ccncc1 (stereo not drawn) | 8% | 2% | 4% | 19% | 7% | 0% | 4 | -5 | -9%
CCOc1ccccc1Nc1nnc(SCC(=O)N2CCCC2)s1 | 2% | 0% | -5% | -4% | 6% | 1% | -14 | -1 | 8%
COc1ccc2c(c1)C(CC(C)=O)N(c1ccc(-c3cccnc3)cc1)C(c1ccsc1)=C2 (stereo not drawn) | -18% | -6% | / | 12% | -18% | / | 6 | -2 | 4%
c1ccc(N2CCOCCOCCOCCOCC2)cc1 | 29% | 16% | 12% | -4% | 0% | ? | 12 | 10 | -2%
CC1Nc2ccc(C(=O)NC3CCCCC3)cc2NC1=O (stereo not drawn) | 18% | -1% | -4% | -5% | 2% | -2% | 64 | -6 | -1%
NC(=O)CC(NC(=O)Cc1cccc2ccccc12)c1ccc(NC2CCCCCCC2)c([N+](=O)[O-])c1 (stereo not drawn) | 7% | -5% | 2% | 12% | 2% | -12% | 35 | -35 | 0%
CCCCN(C)CCCNC(=O)CN1N=C(c2ccc(Cl)cc2)CCC1=O | 17% | 0% | 0% | 19% | -3% | -10% | -12 | -10 | -2%
CCOC(=O)CC1(C)c2nc(NC(C)=O)sc2Cc2sc(NC(C)=O)nc21 | 30% | 7% | / | -1% | 22% | / | 54 | 5 | /
O=C(Cc1ccc(F)cc1)OCC(=O)N1CCN(S(=O)(=O)c2ccc(Cl)cc2)CC1 | -3% | -1% | -1% | -12% | 0% | 3% | -22 | 0 | -5%
Cc1ccc(S(=O)(=O)NNC(=O)c2csnn2)cc1 | 16% | 8% | -1% | 29% | 7% | 7% | 11 | 5 | -20%
O=C1/C(=C\c2ccc(Br)o2)SC(=Nc2ccccc2)N1c1ccccc1 | 0% | 4% | 1% | 9.2µM* | -5% | 9% | ? | -2 | 10%
CN(C)CCn1c(COc2ccccc2)nc2ccccc21 | 0% | 0% | -13% | -4% | -6% | -7% | -1 | -10 | -9%
O=C(Nc1csc([N+](=O)[O-])c1)Nc1c(Cl)cccc1Cl | 1% | -16% | -9% | -25% | -1% | 12% | -10 | -4 | -7%
Cn1c(=O)c2c(nc(N3CCCCC3)n2CCCNC2=NCCCC2)n(C)c1=O | 6% | -1% | -8% | 20% | 12% | -7% | -4 | -3 | 14%
Cn1c(CSCc2ccccc2Cl)n[nH]c1=S | 9% | 13% | -1% | 13% | -11% | -12% | -7 | -11 | -1%
CCOC(=O)CN1C(=O)C(O)=C(C(C)=O)C1c1ccc(F)cc1 (stereo not drawn) | 18% | 19% | -2% | ? | 3% | -1% | 3 | -3 | 2%
O=C(N[C@@H]1CCC(=O)N(CC[C@H](Sc2ccc(Br)cc2)c2ccccc2)CC1)OCc1ccccc1 | -3% | -7% | 18% | ? | ? | ? | ? | -25 | -22%
CCOC(=O)c1cc2c(ccn2C)n1CC(=O)N(C)C | 5% | 20% | -9% | ? | 4% | 0.65µM* | 15 | 4 | 1%
O=C(/C=C/c1ccc([N+](=O)[O-])cc1)Nc1ncc([N+](=O)[O-])s1 | ? | ? | ? | 8.2µM* | ? | ? | -78* | 1 | ?
C=C(C)Cn1c(Sc2nnc(C)s2)nc2c1c(=O)[nH]c(=O)n2C | 13% | 8% | -9% | 6% | 19% | 4% | 18 | -4 | ?
CCCn1c(SCC(=O)Nc2cccc(S(=O)(=O)N(C)C)c2)nc2ccccc2c1=O | ? | ? | 1% | -25% | 19% | 11% | -27 | -5 | -15%
CCC(C)SCc1nc2ccccc2[nH]1 (stereo not drawn) | -2% | -3% | 2%[9.22 µM] | -1% | -8% | -2% | 10 | -1 | -4%
CCN1CCCC1CNC(=O)c1cc(S(N)(=O)=O)ccc1OC (stereo not drawn) | 10% | 29% | -8% | 14% | 0% | 2% | 29 | / | 2%
O=C(CN1CCCC1)Nc1cc(C(F)(F)F)cc(C(F)(F)F)c1 | 6% | ? | -18% | ? | 13% | 2% | -69* | -11 | -6%
CC1CCN(S(=O)(=O)c2ccc(NC(=O)CCNC(=O)c3ccc(Cl)cc3)cc2)CC1 | 4% | 3% | ? | 23% | 11% | 7% | 1 | -4 | -1%
Cc1ccc(NC(=O)COC(=O)CCC(=O)c2cccs2)c(Br)c1 | -1% | 3% | -20% | ? | -3% | 0% | 2 | 0 | 6%
CCOC(=O)NC(C)N1C(=O)C2C3C=CC(C3)C2C1=O (stereo not drawn) | 10% | 4% | -2% | -4% | 13% | -1% | 8 | 3 | -1%
COc1ccc(-c2cc(C(F)(F)F)nc(SCC(=O)Nc3cc(C)on3)n2)cc1OC | -8% | -3% | -5% | -17% | -6% | -11% | 0 | 4 | 16%
CCOc1ccc(OCCC(=O)OCC(=O)NNC(=O)c2ccccc2)cc1 | 11% | 12% | -283%[inhibitor] | 4% | 0% | 5% | -2 | -7 | -5%
CC(C)c1ccc(N=C(N)N=C(N)N)cc1 | -11% | -4% | 0% | -14% | -22% | -6% | -10 | -3 | 0%
CCCCn1c(N)c(N(CCOC)C(=O)c2ccc(N3C(=O)CCC3=O)cc2)c(=O)[nH]c1=O | 4% | 4% | -1% | 12% | ? | -3% | 15 | 3 | -3%
COC(=O)c1c(C(=O)OC)c(-c2ccc(F)cc2)n2c1CS(=O)(=O)C2 | 8% | 7% | -14% | 8% | -6% | -2% | 0 | -1 | -15%
CC(=O)OCC(=O)Nc1ccc(C(C)=O)cc1 | 3% | 0% | 0% | ? | 2% | -3% | 20 | -2 | 14%
O=C(COC(=O)Cc1ccc(S(=O)(=O)N2CCOCC2)s1)Nc1ccccc1 | 15% | 3% | 1% | -4% | 3% | 3% | ? | 2 | 1%
CC(=O)c1cccc(NC(=O)CNC(=O)Cc2ccccc2)c1 | 1% | 6% | -12% | 15% | 9% | -1% | 28 | 4 | -3%
O=C(COC(=O)CCc1nc2ccccc2c(=O)[nH]1)Nc1ccc(Cl)cn1 | 8% | 1% | -2% | 4% | 9% | 3% | 20 | 0 | 6%
CCN(CC)CCCNC(=O)c1ccc2c3n(nc2c1)-c1ccc(Cl)cc1CO3 | -29% | -14% | 22% | -11% | 0% | -4% | -60* | -66 | 6%
O=C1CSC(=S)N1/N=C/c1ccc(C(F)(F)F)cc1 | 1% | -6% | -8% | ? | -3% | -9% | 36 | 12 | 1%
COCCN(C(=O)COC(=O)c1ccc2[nH]c(C)c(C)c2c1)c1c(N)n(Cc2ccccc2)c(=O)[nH]c1=O | -7% | -1% | ? | 19% | 9% | 20% | -27 | -17 | 20%
FC(F)(F)c1ccccc1-n1c(-c2cnccn2)n[nH]c1=S | 11% | 12% | -8% | 7% | 12% | 3% | 17 | 4 | -1%
O=C(C1COc2ccccc2O1)N1CCCC1 (stereo not drawn) | -5% | -2% | -2% | -10% | -4% | 2% | 13 | -2 | 6%
O=C1/C(=C\c2cc(Cl)c(O)c(Cl)c2)SC(=S)N1Cc1ccccc1 | ? | ? | ? | 3.7µM* | ? | 2.1µM* | -19 | 22 | 11%
Cc1ccc(NC(=O)CSCC(=O)O)c(C)c1 | 22% | 16% | 0% | 0% | 0% | 1% | -5 | -3 | 4%
CC(C)c1cc(C(=O)Nc2cccc(Cl)c2)no1 | -1% | 5% | -4% | -11% | 1% | 1% | 8 | -18 | -3%
COc1ccc(C(=O)NCC(=O)OCC(=O)c2ccc(Cl)cc2)cc1OC | 9% | 1% | -6% | ? | 6% | 11% | 28 | 6 | 1%
Cc1ccc(C(=O)N/N=C/c2ccc(S(=O)(=O)O)o2)c(Cl)c1 | 11% | 10% | 3% | 17% | 3% | -4% | 7 | 7 | 4%
CN(C)c1ccc(NC(=O)Cn2c(=O)n(Cc3ccccc3)c(=O)c3ccccc32)cc1 | ? | -10% | 6% | ? | 6% | 17% | -4 | 7 | -17%
NC(=O)c1nsc(C(=O)N(Cc2cccnc2)C(C(=O)NC2CCCC2)c2ccc(F)cc2)c1N (stereo not drawn) | 8% | 9% | -3% | -12% | 16% | 1% | 44 | 1 | -3%
CN1CCN(CCCNC(=O)c2nnc(Cc3c(F)cccc3Cl)o2)CC1 | -2% | 8% | -3% | ? | -1% | 3% | -5 | -8 | 6%
COc1cc(C2C(N3C(=O)c4ccccc4C3=O)C(=O)N2c2ccc(C)c(C)c2)cc(OC)c1OC (stereo not drawn) | 9% | -1% | -2% | 5% | 10% | 4% | -30 | -3 | 0%
CCOc1ccc(S(=O)(=O)NCC2CCCO2)c2ccccc12 (stereo not drawn) | -15% | -16% | -3%[9.22 µM] | -1% | 0% | -3% | -2 | 1 | 1%
O=S(=O)(Cc1ccc(Cl)cc1)NCC1CCCO1 (stereo not drawn) | 6% | 17% | 17% | -2% | 17% | -7% | 10 | 0 | -2%

Of the compounds above, 3 contain a nitro group on carbon:
SMILES | HT1080 IDH1KD tx | HT1080NT lethal | SW480 rerep | KB-V1 MDR tox | KB-3-1 cytotox | MCF10A rerep | IL-1B inflam inh | D3 ag | HEK293 tox
NC(=O)CC(NC(=O)Cc1cccc2ccccc12)c1ccc(NC2CCCCCCC2)c([N+](=O)[O-])c1 (stereo not drawn) | 7% | -5% | 2% | 12% | 2% | -12% | 35 | -35 | 0%
O=C(Nc1csc([N+](=O)[O-])c1)Nc1c(Cl)cccc1Cl | 1% | -16% | -9% | -25% | -1% | 12% | -10 | -4 | -7%
O=C(/C=C/c1ccc([N+](=O)[O-])cc1)Nc1ncc([N+](=O)[O-])s1 | ? | ? | ? | 8.2µM* | ? | ? | -78* | 1 | ?

Screening results: PubChem BioAssay, National Center for Advancing Translational Sciences (NCATS)
